# Bioassay records (PubChem BioAssay)
# Tau fluor cs – Counterscreen qHTS for Inhibitors of Tau Fibril Formation, Fluorescence Polarization; tau K18 P301L Alexa594 fluorescence, heparin fibrillization; Potency, µM (highest dose often 57.7 µM), for the others: at the top dose activity change, negative = decrease; 280,000 tested, 0.93% active; AID 1463, 2008; note: % is set by controls: 0 for no effect and ±100 for the full control effect; nearly all actives have a fitted effect of over 55% in size
#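 Human tau K18 P301L (15 uM unlabeled, 0.24 uM Alexa 594-labeled) in 100 mM sodium acetate pH 7 with 20 uM heparin, 6 hr at 37 C. ThT 30 uM added, 1 hr ambient; Alexa 594 FP and total fluorescence read at 555/632 nm.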
# Epigenetic reg – Quantitative High-Throughput Screen for Regulators of Epigenetic Control | murine LDR cells, GFP reporter derepression, 30 h | 280,000 tested, 0.2% active | AID 1865, 2009 | Potency, µM (top dose mostly 53.9 µM), without a hit: top-dose GFP activation, actives largely listed as activators; note: % of control where 0% means no effect; nearly all actives have a fitted effect of over 60% in size
#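 GFP-positive cell count by laser-scanning cytometry (objects 20–120 um) after 30 h, 37 C compound exposure of murine LDR cells; reporter is CMV-GFP integrated at a silenced locus, inducible by HDAC or DNMT inhibitors.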
# * = called active by the depositor; ? = inconclusive; [ ] = remark or other dose. Calls come from the whole dose curve; as a rule, active = well fitted curve in the direction sought with a large enough effect; inconclusive = small, poorly fitted or top-dose-only effect, or another doubt; inactive = no such curve, though single readings can be large; an effect the other way counts as inactive or inconclusive. Potency is the fitted concentration of half-maximal effect. A portion of the library; the hit share may differ from the screen's.
SMILES,Tau fluor cs,Epigenetic reg
O=C(Nc1cccc(C(=O)OCc2cc(=O)n3nc(C4CC4)sc3n2)c1)c1ccccc1,-3%,-1.2%
CC(C)c1nc2ccc(C(=O)NC(C)c3ccccc3)cc2o1 (centres undefined),-1%,5.9%
COC(=O)c1cc(S(=O)(=O)N2CCN(c3ccc(F)cc3)CC2)cn1C,-23%,2.9%
O=C(NCc1cccc(F)c1)c1ccc2nc(CCc3ccccc3)oc2c1,-12%,0.0%
Cc1c(Cl)cccc1NC(=O)C(=O)NCCc1csc(-c2cccc(F)c2)n1,-15%,1.1%
COc1ccccc1N1CCN(c2cc(C)nc3c(-c4ccc(Cl)cc4)c(C)nn23)CC1,-5%,-1.1%
COC(=O)c1c(SC)nc2ccccc2c1OCc1ccc(C)cc1,-24%,-2.6%
Cc1ccc(-n2nc3c(N4CCC(C(=O)N5CCCCC5)CC4)nnc(C)c3c2C)cc1,-7%,11%
Cc1cc(-n2c(C)nc3ccccc3c2=O)ccc1NC(=O)c1cccc([N+](=O)[O-])c1C,1%,-1.0%
CCc1cccc(C)c1NC(=O)Cn1c(=O)n(-c2cccc(C)c2)c(=O)c2c1c1cc(C)ccc1n2C,2%,4.1%
COc1ccc(C2C(=O)N(C3CCCCCC3)CC(=O)N2CCc2ccc(OC)c(OC)c2)cc1 (centres undefined),7%,3.5%
Cc1ccc(N2CCN(c3ncnc4onc(-c5ccc(F)cc5)c34)CC2)c(C)c1,-14%,0.0%
CC(=O)c1ccc(NC(=O)CCc2c(C)nn(-c3ccc4nncn4n3)c2C)cc1,0%,4.2%
CC(C)c1ccc(NC(=O)CN2C(=O)C3(SCC(=O)N3c3ccc(F)cc3)c3ccccc32)cc1 (centres undefined),?,-0.4%
CCCCN(CCCC)S(=O)(=O)c1ccc(C(=O)Nc2sc3c(c2C(N)=O)CCN(CC)C3)cc1,?,?
CCN(CC)C(=O)C1CCCN(c2ncnc3onc(C)c23)C1 (centres undefined),5%,0.0%
Cc1cc(C)cc(NC(=O)CSc2nccn2C2CCCC2)c1,-10%,-1.3%
CCN(CC)S(=O)(=O)c1ccc(C(=O)Nc2nc3ccc(Cl)cc3s2)cc1,-8%,?
CCN(CC)c1nn2c(=O)c(C(=O)NCc3ccc(N(C)C)cc3)cnc2s1,-7%,7.4%
CCc1ccccc1NC(=O)Cn1nnc(C(=O)NCc2ccccc2Cl)c1N,-14%,-0.4%
Cc1c(-c2ccccc2)c(=O)oc2c(CN3CCN(C)CC3)c(O)ccc12,-8%,-1.1%
O=C(/C=C/c1ccccc1)N1CCN(Cc2cc(=O)n3nc(-c4ccccc4F)sc3n2)CC1,4%,8.0%
COc1ccc(CCNC(=O)c2ccc3c(c2)nc2n3CCCCC2)cc1OC,0%,1.8%
COc1cccc(OC)c1C(=O)Nc1cccc(-c2cn3ccsc3n2)c1,-17%,-1.5%
COc1cccc(CNC(=O)c2c(C)oc3ncnc(N4CCOCC4)c23)c1,2%,-0.4%
Cc1ccc2[nH]c3c(=O)n(CC(=O)Nc4ccc(Br)cc4C)ncc3c2c1,-2%,-0.4%
Cc1c(Cl)ccc2sc(N3CCN(C(=O)c4ccco4)CC3)nc12,-19%,4.1%
CN1CCN(C(CNC(=O)c2ccccc2F)c2ccc3c(c2)OCO3)CC1 (centres undefined),2%,2.2%
CCOc1ccc(NC(=O)Cn2nc3c(cc2=O)CC(C)CC3)cc1 (centres undefined),-7%,0.0%
Cc1cc(NC(=O)NCc2ccc3c(c2)CCN3C(=O)c2ccccc2)ccc1Br,?,-1.6%
CCc1c(C)sc2c1CCN(Cc1ccc(C#N)cc1)C2c1ccccc1 (centres undefined),-15%,2.7%
COc1ccc(-c2cc(C)no2)cc1S(=O)(=O)NCc1cccs1,-18%,9.7%
O=C(CN1N=C(c2ccc(Cl)cc2)CCC1=O)NCc1ccc(F)cc1,-8%,1.2%
Cn1c(=O)[nH]c2cc(-c3noc(-c4ccc(C#N)cc4)n3)ccc21,-2%,0.0%
CC(=O)c1ccc(N2C(=O)N(CC(=O)c3ccc(F)cc3)c3ccccc3S2(=O)=O)cc1,-11%,-1.6%
COc1cccc(-c2nn3c(=O)cc(CN4CCN(S(=O)(=O)c5ccc(C)cc5)CC4)nc3s2)c1,-3%,-5.3%
Cc1ccc(CN2CCC(CNC(=O)c3cnn(-c4ccccc4Cl)c3C3CCN(C(=O)OC(C)(C)C)CC3)CC2)cc1,-8%,?
CC(C)CC(=O)Nc1nnc(S(=O)(=O)N(C)Cc2ccc(Cl)cc2)s1,0%,1.1%
O=C(NCc1ccccc1Br)c1cnc2sc(N3CCCCCC3)nn2c1=O,-9%,3.8%
COc1ccc(N2CCN(C(=O)C3CCN(S(=O)(=O)c4cn(C)cn4)CC3)CC2)cc1,2%,5.2%
O=C(CSc1nc2ccccc2nc1Cc1ccccc1)N1CCc2ccccc21,-9%,-4.1%
Cc1c(Cl)cccc1-n1ncc(C(=O)Nc2ccc(F)cc2F)c1C1CCN(C(=O)OC(C)(C)C)CC1,-14%,-0.4%
COc1ccc(CCNc2ncnc3c2cnn3-c2ccc(F)cc2)cc1,?,0.0%
CCOc1ccccc1CN1CCc2nc(Nc3ccc4c(c3)OCCO4)ncc2C1,?,-1.3%
O=c1c2cc3c(cc2n(Cc2cccc(Cl)c2)c(=O)n1Cc1nc(-c2ccccc2)no1)OCO3,-7%,1.3%
Cc1ccc(-n2ncc3c(N4CCN(Cc5ccccc5)CC4)ncnc32)cc1Cl,-21%,0.9%
COc1cc(-c2noc(C3CC(=O)N(c4ccc5c(c4)OCCO5)C3)n2)cc(OC)c1OC (centres undefined),-12%,0.8%
CCN(CCCNC(=O)CN1N=C(c2ccc(OC)cc2)CCC1=O)c1cccc(C)c1,-26%,0.8%
COc1ccccc1Cn1c(CNS(=O)(=O)c2cccc([N+](=O)[O-])c2)nc2cccnc21,-3%,0.0%
CCOC(=O)c1c(C)[nH]c(C)c1S(=O)(=O)N1CCC(C(=O)NCc2ccc(N(C)C)cc2)CC1,-18%,-0.1%
O=C(c1c2c(nc3ccccc13)C(=O)N(C1CCCCC1)C2)N1CCN(c2ccc(F)cc2)CC1,2%,0.8%
CCN1CCN(C(c2cccc(F)c2)c2c(O)cc(C)n(Cc3ccco3)c2=O)CC1 (centres undefined),-5%,-2.7%
O=C(NCC(c1ccc2c(c1)OCO2)N1CCOCC1)C(=O)Nc1ccc(F)cc1F (centres undefined),-3%,0.0%
COc1cccc2c1ncc1c(-c3ccc(C)cc3)nn(-c3cccc([N+](=O)[O-])c3)c12,-6%,?
CCOc1ccc(-c2ccc(NS(=O)(=O)c3cc(C)ccc3OC)cc2)nn1,?,2.2%
Cc1nc(-c2ccc(S(=O)(=O)Nc3cc(Cl)ccc3C)cc2)co1,-23%,0.0%
CCN(C(=O)CSc1nc2ccccc2nc1Cc1ccccc1OC)c1ccccc1,-16%,-2.8%
CCOc1ccccc1NC(=O)CSc1c(C)cnc2c1c(=O)n(C)c(=O)n2C,-11%,2.0%
COc1cc(Cl)c(C)cc1NC(=O)NC1COc2ccccc2C1 (centres undefined),-14%,0.6%
O=C(NCc1ccc2c(c1)CCN2C(=O)c1ccccc1)Nc1cc(F)ccc1F,?,-2.8%

# Looked up by compound from above (7):
SMILES,Tau fluor cs,Epigenetic reg
COc1cc(Cl)c(C)cc1NC(=O)NC1COc2ccccc2C1 (centres undefined),-14%,0.6%
COc1cccc2c1ncc1c(-c3ccc(C)cc3)nn(-c3cccc([N+](=O)[O-])c3)c12,-6%,?
Cc1c(Cl)cccc1-n1ncc(C(=O)Nc2ccc(F)cc2F)c1C1CCN(C(=O)OC(C)(C)C)CC1,-14%,-0.4%
Cc1nc(-c2ccc(S(=O)(=O)Nc3cc(Cl)ccc3C)cc2)co1,-23%,0.0%
CCOc1ccccc1CN1CCc2nc(Nc3ccc4c(c3)OCCO4)ncc2C1,?,-1.3%
CCN(C(=O)CSc1nc2ccccc2nc1Cc1ccccc1OC)c1ccccc1,-16%,-2.8%
COc1ccccc1Cn1c(CNS(=O)(=O)c2cccc([N+](=O)[O-])c2)nc2cccnc21,-3%,0.0%

# Additional records follow.
SMILES,Tau fluor cs,Epigenetic reg
Cc1cccc(CNC(=O)c2sc3ncnc(N(C)C4CCCCC4)c3c2C)c1,-11%,2.6%
Cc1oc(-c2ccc(C(=O)NCc3ccccc3)cc2)nc1CN1CCc2ccccc21,?,-3.5%
Cc1ccccc1CSc1nc2c(sc3ccccc32)c(=O)n1CCCOC(C)C,-10%,-1.3%
Cc1cccc(C(=O)N2CCc3cc(CNS(=O)(=O)c4ccc(F)c(Cl)c4)ccc32)c1,-1%,7.6%
CCCn1c(=N)c(C(=O)NC(C)c2ccccc2)cc2c(=O)n3ccccc3nc21 (centres undefined),-3%,0.5%
CCc1cccc(NC(=O)CSc2ncc3c(n2)-c2ccc(Cl)cc2N(Cc2ccccc2)S3(=O)=O)c1,-25%,8.6%
O=C(Nc1cc(F)ccc1F)C1COc2ccccc2C1 (centres undefined),-8%,5.1%
CCCN(CCC)C(=O)c1nn(C)c2c1CSc1ccc(C)cc1-2,-4%,4.9%
Cc1ccccc1CNC(=O)CSc1nnc(C)c2c(C)n(-c3ccccc3)nc12,-1%,-5.7%
O=C(CSc1n[nH]c(-c2ccccc2Cl)n1)N1CCN(c2ccccc2F)CC1,-10%,-1.6%
Cc1cc(C)n(C(C)CC(=O)Nc2ccc(Cl)cc2C)n1 (centres undefined),-1%,0.0%
CCOC(=O)c1ccc(NC(=O)CSc2nc3ccccc3c(=O)n2CCC(=O)NC2CCCCC2)cc1,1%,-1.3%
CCc1ccc(-n2c(=O)c3c(C)c(C(=O)N(C)C)sc3n(Cc3cccc(C)c3)c2=O)cc1,13%,2.6%
Cc1ccc(-n2ncc3c(N(CCO)Cc4ccccc4)ncnc32)cc1,-22%,-1.2%
CCN(CC)C(=O)C1CCN(S(=O)(=O)c2ccc3c(c2)CCCN3C(C)=O)CC1,-9%,0.0%
CCOC(=O)c1ccccc1NC(=O)c1cnc(N2CCOCC2)c2ccccc12,-16%,4.2%
COc1ccc2cc3cc(C(=O)N4CCN(c5ccc(C(C)=O)cc5)CC4)sc3nc2c1Cl,-16%,-1.7%
Cc1cc(C)c(/C=C/c2onc(C)c2S(=O)(=O)N2CCC(C(=O)NCCc3ccccc3)CC2)c(C)c1,-12%,-0.9%
COc1ccc(NC(=O)c2cnc(N3CCCCC3)c3ccccc23)cc1Cl,?,2.5%
Cc1cc(N2CCN(C)CC2)nc2ccc(NC(=O)Nc3cccc(Cl)c3)cc12,4µM*[quencher],3.8%
COc1ccccc1C(=O)c1cn(CC(=O)Nc2ccccc2F)c2nc(C)ccc2c1=O,-18%,-1.6%
CCN(CC)CCCNc1oc(-c2ccc(OC)cc2)nc1C#N,-1%,-0.5%
CCc1ccc(C2=CC(c3cccc(C)c3)n3c(nc4ccccc43)N2)cc1 (centres undefined),-10%,0.0%
Cc1ccc(CCNC(=O)c2ccc3c(c2)nc2n3CCOC2)cc1,-3%,-2.5%
CCc1cccc(C)c1NC(=O)CCS(=O)(=O)c1ccc2c(c1)oc(=O)n2C,-12%,1.1%
Cc1cc2c(cc1NS(=O)(=O)c1ccc(Br)cc1)n(C)c(=O)c(=O)n2C,-3%,1.5%
COc1ccc(CCN2C(=O)CN(C3CCCCCC3)C(=O)C2c2ccc(Cl)cc2)cc1OC (centres undefined),2%,-0.8%
CCc1ccc(-c2nn(CC(=O)NC3CCCC3)c3c2cnc2ccc(C)cc23)cc1,-1%,0.0%
COc1ccccc1CNc1ncnc2c1cnn2-c1ccc(C)cc1,?,0.0%
Cc1cc(C)cc(-n2c(SCC(=O)N3CCC(C)CC3)nc3c([nH]c4ccccc43)c2=O)c1,1%,15%
CCOC(=O)c1ccc(CN(Cc2ccc(Br)cc2)S(=O)(=O)c2cccc(C(F)(F)F)c2)cc1,-13%,-0.1%
Cc1ccc(CNC(=O)c2c(Nc3ccccc3C)sc(C(=O)c3ccc(F)cc3)c2N)cc1,?,2.1%
COc1cc(C(=O)N2CCN(c3ccc(Nc4ccccc4)nn3)CC2)cc(OC)c1OC,-16%,4.1%
O=C(CC1N=C2c3ccccc3N=C(SCc3cccc(F)c3)N2C1=O)NCc1cccs1 (centres undefined),-10%,-0.2%
CCOC(=O)c1cccc(NC(=O)CCCn2nc(C)c3c(C)n(-c4ccccc4)nc3c2=O)c1,-1%,1.3%
Cc1ccc(S(=O)(=O)NCCc2csc(-c3cccc(F)c3)n2)cc1,-24%,8.5%
COc1ccc(S(=O)(=O)Nc2ccc(-c3cn4c(C)csc4n3)cc2)cc1,?,-2.3%
CC(C)(CC(=O)NCc1ccc(Cl)cc1Cl)CC1=NS(=O)(=O)c2ccccc2N1,-30%,0.8%
COc1ccc2oc(=O)c(-c3csc(-c4ccc(Br)cc4)n3)cc2c1,-10%,-1.3%
CC(C)c1ccc(NC(=O)CN2C=NS(=O)(=O)c3ccccc32)cc1,13%,2.6%

# Given field by field: part of the list above.
> Cc1ccc(CCNC(=O)c2ccc3c(c2)nc2n3CCOC2)cc1
  Tau fluor cs: -3%
  Epigenetic reg: -2.5%
> COc1cc(C(=O)N2CCN(c3ccc(Nc4ccccc4)nn3)CC2)cc(OC)c1OC
  Tau fluor cs: -16%
  Epigenetic reg: 4.1%
